Vc quorum ag: quorum light induction in luxS cqsA deficient V. cholerae; 350,000 compounds, 0.16% hits; V. cholerae BH1578 lux reporter, luminescence, 6 h; AID 588436; activation, % at 18.7 µM; in the data active means activation mostly above about 9.7%, no sharp cut-off; inconclusive means no clear call, values can overlap the other calls; inactive means mostly below about 3.7%; further: not every result past the cut was called active; inactives centre near 0; reference of the scale not given here
BoNT-A LC inh2: inhibitors of Botulinum neurotoxin A light chain protease | inhibition, % at 10 µM | 360,000 compounds, 0.17% hits | multiplex microsphere protease substrate cleavage, flow cytometry; further: plate controls were buffer without enzyme for full effect and enzyme alone for no effect
PriA SSB inh: K. pneumoniae PriA-SSBct interaction inhibition; AlphaScreen SSBct-PriA binding, biotinylated peptide; inhibition, % at 33 µM; 430,000 compounds, 0.6% hits; AID 1272365; in the data active means inhibition mostly above about 37%, no sharp cut-off; inactive means mostly below about 20%;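 further: plate controls were negative control peptide for no effect and reference peptide for full effect; strong numbers were not always called active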
PfHsp40 yeast: rescue of PfHsp40-mediated yeast toxicity. AID 504582. S. cerevisiae expressing PfHsp40, growth rescue, ATP luminescence. 340,000 compounds, 0.68% hits. growth rescue, % at 12.5 µM; in the data active means growth rescue above about 28%, passing the limit was not always enough; inconclusive means no clear call, values can overlap the other calls;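 further: yeast W303a lacking pdr1 and pdr3 grown in galactose medium; growth measured after three days at 30 °C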
DUSP3 inh: DUSP3 (human) phosphatase inhibition. recombinant VHR phosphatase, pNPP absorbance. inhibition, % at 13.3 µM. 290,000 compounds, 0.52% hits. AID 1654; in the data active means inhibition above about 50%; further: some compounds called inactive have numbers as strong as hits
CCHF vOTU inh: blocks the CCHF virus ovarian tumor domain protease; inhibition, % at 11.5 µM; 370,000 compounds, 0.55% hits; CCHFV vOTU protease, Pep-AMC fluorescence; AID 651958; in the data active means inhibition above about 30%; further: 0% = vehicle wells with enzyme and 100% = no enzyme wells
3CLpro inhibitor: SARS-CoV 3CLpro protease inhibition | recombinant SARS-CoV 3CLpro, quenched FRET peptide cleavage | inhibition, % at 6 µM | 290,000 compounds, 0.14% hits | AID 1706; in the data active means inhibition above about 12%
Anthrax LF inh2: blocks Bacillus anthracis lethal factor protease | inhibition, % at 10 µM | 360,000 compounds, 0.12% hits | multiplex microsphere protease cleavage assay, LF | AID 588501 | P15917; further: plate controls were buffer without enzyme for full effect and enzyme alone for no effect
TcdB GH inh: TcdB glycohydrolase inhibition; P18177; 350,000 compounds, 0.24% hits; inhibition, % at 9.99 µM; TcdB glycohydrolase enzymatic assay, plate reader; in the data active means inhibition above about 10%
Target sequence (P18177 whole entry, looked up): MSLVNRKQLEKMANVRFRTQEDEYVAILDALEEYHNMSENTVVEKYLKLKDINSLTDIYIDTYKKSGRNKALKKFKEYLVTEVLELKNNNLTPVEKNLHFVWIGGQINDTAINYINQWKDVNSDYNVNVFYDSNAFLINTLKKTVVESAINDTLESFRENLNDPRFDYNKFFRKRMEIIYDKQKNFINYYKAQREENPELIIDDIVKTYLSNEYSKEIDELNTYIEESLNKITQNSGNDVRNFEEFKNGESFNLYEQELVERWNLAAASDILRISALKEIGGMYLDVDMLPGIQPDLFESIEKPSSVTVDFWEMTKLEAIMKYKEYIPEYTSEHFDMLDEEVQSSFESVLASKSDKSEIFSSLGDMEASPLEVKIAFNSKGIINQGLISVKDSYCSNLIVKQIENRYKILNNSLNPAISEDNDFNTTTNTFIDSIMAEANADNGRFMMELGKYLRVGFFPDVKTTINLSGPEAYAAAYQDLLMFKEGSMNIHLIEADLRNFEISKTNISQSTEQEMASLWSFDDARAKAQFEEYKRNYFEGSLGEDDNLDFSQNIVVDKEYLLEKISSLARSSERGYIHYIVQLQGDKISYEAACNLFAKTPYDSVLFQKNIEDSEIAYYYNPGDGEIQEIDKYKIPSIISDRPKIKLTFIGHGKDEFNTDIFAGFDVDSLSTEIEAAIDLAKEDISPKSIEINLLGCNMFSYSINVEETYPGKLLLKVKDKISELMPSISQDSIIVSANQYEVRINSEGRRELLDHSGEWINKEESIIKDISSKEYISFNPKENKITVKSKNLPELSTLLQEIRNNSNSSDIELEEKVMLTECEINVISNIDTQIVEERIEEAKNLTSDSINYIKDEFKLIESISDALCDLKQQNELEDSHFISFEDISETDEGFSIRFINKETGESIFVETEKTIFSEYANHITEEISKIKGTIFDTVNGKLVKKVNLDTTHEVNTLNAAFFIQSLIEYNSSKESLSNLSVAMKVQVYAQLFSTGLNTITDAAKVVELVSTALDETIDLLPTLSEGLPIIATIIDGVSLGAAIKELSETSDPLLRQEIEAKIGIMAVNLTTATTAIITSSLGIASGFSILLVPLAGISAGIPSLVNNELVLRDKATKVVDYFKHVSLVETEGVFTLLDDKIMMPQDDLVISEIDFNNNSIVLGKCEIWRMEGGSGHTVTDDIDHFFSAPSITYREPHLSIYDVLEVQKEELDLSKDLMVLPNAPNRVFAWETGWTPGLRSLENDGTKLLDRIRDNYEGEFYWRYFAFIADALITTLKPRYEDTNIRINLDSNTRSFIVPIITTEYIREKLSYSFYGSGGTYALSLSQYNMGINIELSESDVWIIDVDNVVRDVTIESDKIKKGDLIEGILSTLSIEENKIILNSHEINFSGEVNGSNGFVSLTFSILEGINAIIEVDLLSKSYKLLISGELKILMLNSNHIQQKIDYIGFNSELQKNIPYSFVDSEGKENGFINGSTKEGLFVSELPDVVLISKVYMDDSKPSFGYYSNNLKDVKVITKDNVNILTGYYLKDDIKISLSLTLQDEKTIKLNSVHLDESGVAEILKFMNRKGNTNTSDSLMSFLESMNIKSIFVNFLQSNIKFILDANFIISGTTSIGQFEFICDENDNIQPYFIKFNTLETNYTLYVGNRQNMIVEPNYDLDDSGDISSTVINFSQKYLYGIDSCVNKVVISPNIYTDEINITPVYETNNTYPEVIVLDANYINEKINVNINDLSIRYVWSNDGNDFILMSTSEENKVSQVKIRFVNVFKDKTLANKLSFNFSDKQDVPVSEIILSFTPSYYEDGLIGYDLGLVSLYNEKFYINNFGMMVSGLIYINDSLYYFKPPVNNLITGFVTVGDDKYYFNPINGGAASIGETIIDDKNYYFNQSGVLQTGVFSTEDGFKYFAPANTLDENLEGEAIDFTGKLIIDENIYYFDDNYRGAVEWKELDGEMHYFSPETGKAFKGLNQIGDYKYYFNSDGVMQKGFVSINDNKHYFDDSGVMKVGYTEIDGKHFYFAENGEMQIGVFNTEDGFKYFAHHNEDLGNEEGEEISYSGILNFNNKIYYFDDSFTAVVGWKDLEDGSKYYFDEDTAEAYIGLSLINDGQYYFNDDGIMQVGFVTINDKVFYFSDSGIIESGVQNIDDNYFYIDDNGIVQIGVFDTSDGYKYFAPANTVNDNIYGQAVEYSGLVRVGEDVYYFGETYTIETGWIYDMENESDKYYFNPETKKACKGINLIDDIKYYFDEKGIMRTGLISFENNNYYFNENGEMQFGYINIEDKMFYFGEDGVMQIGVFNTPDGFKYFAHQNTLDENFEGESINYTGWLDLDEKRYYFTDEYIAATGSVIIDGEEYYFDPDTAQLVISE
Yp Topo-I inh: inhibitors of Yersinia pestis topoisomerase I; Y. pestis Topo-I cleavage product accumulation, plate reader; activity, % at 10 µM; 360,000 compounds, 0.064% hits; in the data active means activity above about 50%, passing the limit was not always enough; inconclusive means no clear call, values can overlap the other calls; further: inactives centre near 2
Numbers without * were called inactive; i = inactive; ? = inconclusive; . = not tested or not shown; & = joins results of further samples. Unless noted, no stated cut-off is given here; in the data, active means inhibition above about 30%; inconclusive means no clear call, values can overlap the other calls; inactive means below that.

SMILES	Vc quorum ag	BoNT-A LC inh2	PriA SSB inh	PfHsp40 yeast	DUSP3 inh	CCHF vOTU inh	3CLpro inhibitor	Anthrax LF inh2	TcdB GH inh	Yp Topo-I inh
COc1ccc(-c2nnn(CC(=O)N(CC(=O)NC3CCCC3)Cc3cccs3)n2)cc1OC	2.2	-2.3	9	2.7	15	-10	0	-2	.	10
CCOC(=O)C1=CCN(S(=O)(=O)c2ccccc2)C1c1ccc(C)cc1 (stereo not drawn)	.	-0.2	.	.	.	8	.	-8	-1.0	.
CCCCNC(=O)C1CCN(C/C(C)=C/c2ccccc2)CC1	-0.3	0.7	-10	0.0	24	7	-3	-1	.	4
Cc1nc2scc(-c3ccc(C(C)C)cc3)c2c(=O)n1N	1.7	0.1	-10	0.8	-20	-11	4	-4	-0.1	-1
CCCCn1c(N)c(N(Cc2ccccc2OC)C(=O)CN2C(=O)NC3(CCCC3)C2=O)c(=O)[nH]c1=O	i	-1.4	0	0.0	.	-15	.	-1	0.8	-5
Cc1cc(C)c(NC(=O)Cn2c(=O)n(Cc3ccco3)c(=O)c3ccccc32)c(C)c1	0.7	-0.1	-3	-1.1	-11	3	2	0	.	14
COc1ccc(C(C)=O)cc1Cn1nnc(-c2ccccc2Br)n1	i	-1.3	-12	-2.2	10	-18	-5	-9	1.2	3
COc1ccc(C(O)Cn2cc([N+](=O)[O-])nc2C)cc1 (stereo not drawn)	i	0.8	1	-1.2	32	0	5	8	0.4	-5
O=C(Cn1ccc([N+](=O)[O-])n1)Nc1nc2ccccc2s1	0.5	-0.6	-1	-1.3	12	-9	-1	3	0.2	-1
COc1cc(C(=O)N2c3ccccc3CC2C)cc(OC)c1OC (stereo not drawn)	0.4	0.4	-17	-0.3	-2	10	-1	-6	.	-5
CC[C@]12c3[nH]c4ccc(Cl)cc4c3CCN1C(=O)[C@@H](CC(=O)NCCCOC)C[C@@H]2C(=O)N1CCN(C(=O)C2CC2)CC1	-2.0	-0.2	-4	-0.8	.	-3	.	0	0.1	11
CN(C(=O)CSc1cn(CC(=O)N2CCOCC2)c2ccccc12)c1ccccc1	-0.7	-0.6	-5	0.3	61	8	-5	0	1.7	37
O=C(COc1ccccc1Br)c1ccc2c(c1)OCO2	i	0.9	-11	0.0	.	10	.	1	1.5	-4
COc1ccccc1NC(=S)NC1CCCCC1	-0.6	0.2	-17	-0.6	7	-3	3	-1	.	-9
OC(Cn1c2ccccc2c2ccccc21)C[n+]1cccc2ccccc21 (stereo not drawn)	-0.2	?	-7	-0.1	57*	-2	1	-3	.	-7
Fc1cc(F)cc(NC(=S)N2CCC(c3ccccc3)C2)c1 (stereo not drawn)	-0.7	-0.7	-7	0.0	16	-17	-1	-2	0.8	-4
CC(=O)c1ccc(NC(=O)c2cc(Cl)nc3ccccc23)cc1	i	0.5	-17	-0.4	17	11	1	0	-1.5	-1
COc1ccc(NC(=O)C2(C)Cc3c(-c4ccc5c(c4)OCO5)ccnc3O2)cn1 (stereo not drawn)	-0.2	0.0	.	.	.	10	.	6	-1.1	14
CCOC(=O)N1CCC(NCCNC(=O)c2ccco2)CC1	i	0.2	-13	-0.6	7	-2	6	-2	1.0	3
C[C@H](CO)N1C[C@H](C)[C@@H](CN(C)S(=O)(=O)c2ccc(F)cc2)Oc2ccc(NC(=O)Nc3ccccc3)cc2C1=O	0.4	-1.0	7	-0.2	.	5	.	-2	-0.5&1.7	-3

Compounds shown so far that contain fluorine:
SMILES	Vc quorum ag	BoNT-A LC inh2	PriA SSB inh	PfHsp40 yeast	DUSP3 inh	CCHF vOTU inh	3CLpro inhibitor	Anthrax LF inh2	TcdB GH inh	Yp Topo-I inh
Fc1cc(F)cc(NC(=S)N2CCC(c3ccccc3)C2)c1 (stereo not drawn)	-0.7	-0.7	-7	0.0	16	-17	-1	-2	0.8	-4
C[C@H](CO)N1C[C@H](C)[C@@H](CN(C)S(=O)(=O)c2ccc(F)cc2)Oc2ccc(NC(=O)Nc3ccccc3)cc2C1=O	0.4	-1.0	7	-0.2	.	5	.	-2	-0.5&1.7	-3

(more compounds)
SMILES	Vc quorum ag	BoNT-A LC inh2	PriA SSB inh	PfHsp40 yeast	DUSP3 inh	CCHF vOTU inh	3CLpro inhibitor	Anthrax LF inh2	TcdB GH inh	Yp Topo-I inh
Cc1c(NC(=O)COC(=O)c2cc(-c3ccc(-c4ccccc4)cc3)nc3ccccc23)c(=O)n(-c2ccccc2)n1C	-0.4	1.3	-11	1.4	1	-6	3	0	0.4	31
CCOc1ccc(CCNC(=O)c2ccc(N3CCCC3=O)cc2)cc1OCC	i	0.6	5	-0.5	7	17	1	0	.	1
Oc1[nH]c2ccccc2c1C1=NCCCC1	i	-0.2	15	-0.6	0	13	-2	2	.	3
CCOC(=O)c1csc(NC(=O)c2cc3ccccc3o2)n1	i	-0.6	-2	-0.5	18	11	-9	-6	0.9	-8
Cn1ccnc1SCC(=O)NC12CC3CC(CC(C3)C1)C2	1.5	-0.5	-10	0.3	12	6	-1	-4	.	8
Cc1nnc(SCC2=C(C(=O)O)N3C(=O)C(NC(=O)c4cc(F)c(F)cc4Cl)C3SC2)s1 (stereo not drawn)	-0.9	0.3	-10	-1.9	16	3	3	-6	-0.5	-4
CC(C)C(=O)N1CCCC1(C)C(=O)Nc1ccc(-n2cncn2)cc1 (stereo not drawn)	i	-0.2	.	.	.	15	.	-6	0.5	5
COc1ccc(-c2coc3cc(O)ccc3c2=O)cc1O	-0.4	-0.2	3	2.8	16	-8	-2	0	-0.2	-5
Cc1cc(=O)oc(C)c1C(=O)NCc1ccccn1	-0.7	-2.2	5	0.4	11	1	3	-1	.	6
O=[N+]([O-])c1ccc(Cl)cc1Sc1nc2ccccc2o1	i	-2.0	49*	165*	-1	10	6	0	1.1	17
Cc1cc(C)n(-c2ccc(C(=O)OCC(=O)Nc3ccc(S(=O)(=O)N4CCCCC4)cc3)cc2)n1	i	-0.7	-5	0.0	-2	.	4	0	.	4
CN(Cc1cccnc1)Cc1c(C(=O)N2CCc3ccccc3C2)nc2ccc(Cl)cn12	-0.2	0.1	-3	1.3	8	-4	2	2	.	16
CCOC(=O)COc1ccccc1/C=N/O	i	-0.6	.	0.2	1	1	3	0	.	3
CC(C)(C)c1nn2cnnc2n(/N=C/c2ccccc2)c1=O	3.4	-0.8	.	?	-4	-5	0	-1	0.3	1
O=C(NCCc1ccc(Cl)cc1)c1cc(-c2ccncc2)nc2ccccc12	-0.6	-0.2	-16	-0.3	16	-20	3	4	1.2	22
O=C1CC(=C2c3ccccc3-c3ccccc32)C(=O)N1CCCCN1CCN(c2ccccc2)CC1	0.2	-0.9	30	3.0	27	.	-2	-16	.	0
COc1cccc(CNC(=O)CCC2CCCN(C(=O)c3ccc(OC)c(F)c3)C2)c1 (stereo not drawn)	-8.5	-0.4	-11	1.2	16	-12	4	-3	1.0	5
Cc1nc(S(=O)(=O)NC2CCCCC2)c(C#N)c(C)c1Cl	i	-1.1	-7	-0.5	6	12	-3	-3	.	-2
Cc1ccc(CNC(=O)CN2C(=O)CSc3ccc(S(=O)(=O)N4CCC(C)CC4)cc32)cc1	-0.4	1.2	0	5.1	-20	10	1	0	1.1	34
O=C(COc1ccc(-c2nnco2)cc1)NCc1ccccc1Cl	i	0.0	-1	-0.8	32	-10	-4	-2	0.7	-4
CC(C)(C)c1c(Cl)c(O)c(-c2ccccc2)c(=O)n1-c1ccccc1	0.0	-4.1	0	-2.7	-3	19	8	-3	-1.6	0
CC(C)CNC(=O)C1(C)CCCCCN1C(=O)c1cc2ccccc2s1 (stereo not drawn)	-4.5	-0.4	.	.	.	17	.	1	-3.2	16
N=c1sccn1CC(=O)NCc1ccc(Cl)cc1Cl	-0.2	0.9	-2	0.0	15	-6	1	-1	0.4	-1
O=C(Oc1cc(=O)oc2c1c(=O)n1c3c(cccc23)CC1)c1ccccc1	0.0	4.0	2	-0.3	28	-11	6	-6	1.5	4
Cc1cccc(-c2cc(C(=O)Nc3cccnc3)c3ccccc3n2)c1	-0.3	-2.7	15	0.7	-6	-12	3	-4	-2.0	2
O=C(c1ccccc1)N1CCC(O)(c2cccnc2)CC1	i	-0.5	-2	-1.8	-7	7	4	0	.	3
Cc1cccc(NC(=O)c2ccc3c(c2)OCCO3)c1	-0.1	-0.4	2	24	17	7	5	-2	-0.7	-2
COc1cc(OC)cc(C2=Cc3ccccc3C(CC(=O)c3ccco3)N2c2ccc(-c3cnc(OC)nc3)cc2)c1 (stereo not drawn)	.	3.9	.	.	.	6	.	-4	1.2	.
O=C(O)c1cccc(-n2cc(-c3cccc(C(F)(F)F)c3)cn2)c1	-2.2	-1.7	-19	-2.0	23	22	6	-12	0.7	10
CCOC(=O)c1sc2nc(C)nc(Nc3ccc(OC)cc3)c2c1C	.	1.2	-9	1.2	14	-5	2	-1	0.8	4
CC(C)C(NC(=O)c1ccccc1)C(=O)N1CCCCCC1 (stereo not drawn)	-1.0	0.4	0	-0.4	2	-2	-3	0	-7.1	1
NC(=O)CSc1nnc(NC(=O)c2ccc(Br)o2)s1	i	0.6	-5	0.0	-36	17	4	0	-0.2	0
CCCCn1c(=N)c(S(=O)(=O)c2ccc(Br)cc2)cc2c(=O)n3cccc(C)c3nc21	i	10	-28	0.0	13	4	-4	10	0.5	10
Cc1ccc2sc(N(CCCN(C)C)C(=O)CCS(=O)(=O)c3ccccc3)nc2c1C	-0.2	-1.5	5	0.3	5	14&-4	-4	-1	-3.2	8
Cc1cc(C(=O)COC(=O)c2ccc(O)cc2)c(C)n1-c1ccccc1F	-0.9	-1.7	-1	-2.2	16	-10	0	-4	-0.6	-13
COc1ccc(Cl)cc1C(=O)Nc1cc(=O)n(C)c(=O)n1C	-0.3	-0.8	-18	-0.9	3	6	.	-10	0.9	0
CN(C(=O)Cc1csc(-c2ccccc2)n1)c1c(N)n(Cc2ccccc2)c(=O)[nH]c1=O	-0.3	.	-9	0.9	.	-6	.	.	-0.5	8
O=C(O)c1cn(-c2ccc(N3CCCC3)c(F)c2)c2c(F)c(F)c(F)cc2c1=O	1.5	-0.2	1	-1.1	38	7	-1	-1	-0.2	-12
COc1ccc(CNc2nc(NCc3ccc(OC)cc3)n(C(=O)c3ccncc3)n2)cc1	6.5	0.7	0	0.6	17	-4	0	-1	2.5	27
Cc1ccc(CNC(=O)COC(=O)CSc2ccc(Br)cc2C)cc1	3.1	0.0	-12	1.5	-12	7	0	1	.	13
CN1CCc2[nH]c3ccc(C(=O)NN)cc3c2C1	i	4.0	-2	?	30	8	-7	-2	.	-8
Cc1ccc(CN2CCC(C(=O)Nc3cccc(-c4cccc(F)c4)c3)CC2)o1	-0.4	0.2	4	2.2	34	7	0	-4	1.5	2
O=C(Cn1ncc2c([nH]c3ccccc32)c1=O)Nc1ccc(F)cc1F	-3.4	-0.7	-8	1.4	23	8	7	0	-0.7	1
COc1ccccc1NC(=O)Nc1ccnn1C1CCN(C(=O)c2cccnc2)CC1	-2.5	.	-7	-0.4	13	-2	-4	.	1.0	2
Cc1ccc(NC(=O)C2SC(=Nc3ccccc3)C(C(=O)Nc3ccc(Cl)cc3)=C2N)cc1 (stereo not drawn)	i	0.8	3	2.8	19	.	1	3	.	-1
N#Cc1nc(-c2ccco2)oc1NCc1cccnc1	1.7	2.6	6	-2.2	14	-3	1	-1	0.7	-6
Cc1cc(C(=O)Nn2c(C)nc3ccccc3c2=O)ccc1[N+](=O)[O-]	-0.4	-1.3	-5	0.5	27	5	2	-2	0.4	-7
COc1ccc(CCNS(=O)(=O)c2ccc([N+](=O)[O-])cc2)cc1OC	-1.8	-0.4	7	-0.9	5	-1	-4	-5	0.4	-5

Source: PubChem

Not all compounds are listed; count on the stated rates, not on these rows.
